Screening data as filed in PubChem.
HTT ATP protect: protects HTT-Q103 PC12 cells, measured by ATP; PC12 HTT-Q103 induced, cytoprotection, ATP luminescence, 40 h; Potency, µM (doses to about 56.4 µM), for the others: cytoprotection (ATP increase), most hits filed as activators; hit rate 0.14% among 230,000; AID 1471;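 further: potency means the concentration at half of the fitted maximal effect; % of control where 0% means no effect; nearly all actives have a fitted effect of over 45% in size; toxic huntingtin expression switched on by the ecdysone agonist tebufenozide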
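Huntington model: PC12 line, ecdysone-inducible HTTQ103 exon1–GFP, tebufenozide 100 nM. Test articles in a dose series. Endpoint luminescence from cellular ATP.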
HTT aggregate: reduces HttQ103-GFP aggregates in PC12 cells | hit rate 1.1% among 220,000 | PC12 HttQ103-GFP aggregates, Acumen cytometry, 40 h | Potency, µM (top dose mostly 46.1 µM), without a hit: top-dose activity change, negative = inhibition, most hits filed as inhibitors | AID 1688; further: potency means the concentration at half of the fitted maximal effect; on the % scale 0 is the no-effect control and ±100 the full control effect; nearly all actives have a fitted effect of over 60% in size
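Aggregates are detected as GFP objects 1–25 µm with signal 6 STDEV over background in lysates of induced PC12 cells. These carry Huntingtin exon 1 with 103 glutamines fused to GFP under an ecdysone promoter; compounds titrated.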
Luc counter: Kinase-Glo luciferase inhibition (counter-screen); Potency, µM (doses to about 38.3 µM), without a hit: top-dose activity change, negative = inhibition, usual class: inhibitors; AID 1379; Kinase-Glo luciferase, ATP luminescence, 8 min; hit rate 0.28% among 200,000; further: potency means the concentration at half of the fitted maximal effect; on the % scale 0 is the no-effect control and ±100 the full control effect; nearly all actives have a fitted effect of over 60% in size
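Kinase-Glo luciferase light output from ATP and luciferin was measured with 10 uM ATP, within the enzyme's linear range. Buffer: 50 mM imidazole pH 7.2, 50 mM KCl, 7 mM MgCl2, 0.01% Tween 20, 0.05% BSA; luminescence read after 8 min at ambient temperature.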
LMNA splice mod: modulators of lamin A splicing; Potency, µM (series often up to 46.1 µM), inactives show at the top dose ratio change, negative = inhibition, actives largely listed as inhibitors; HeLa LMNA splicing GFP/RFP minigene ratio, 48 h; hit rate 0.01% among 200,000; AID 1487; active means well fitted inhibition curve with a large enough effect in the signal ratio, with a control signal flat, not every such curve was filed as active; inconclusive means small, poorly fitted or top-dose-only effect, or effect the other way, or a change in a side signal; the % refers to the signal ratio; further: potency means the concentration at half of the fitted maximal effect; on the % scale 0 is the no-effect control and ±100 the full control effect
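S3 HeLa cells stably expressing lamin A-EGFP splicing minigene plus DsRed2, 600 cells/well, 48 h compound exposure at 37C. Laser-scanning cytometry; analysed as GFP (500-530 nm)/RFP (575-640 nm) total intensity ratio; 0.5% DMSO vehicle.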
IMPase Li cell: cell-permeable IMPase inhibitors with lithium potentiation; hit rate 0.35% among 210,000; Potency, µM (series often up to 59.4 µM), for inactives: at the top dose activity, negative = IMPase inhibition, usual class: inhibitors; CHO-M1 cells, IP1 TR-FRET (IP-One), carbachol + lithium;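 further: IP1 builds up when IMPase is blocked and the TR-FRET signal falls; potency means the concentration at half of the fitted maximal effect; plate controls were basal vehicle for no effect and high inhibitor control for full effect; nearly all actives have a fitted effect of over 50% in size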
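Test compounds were applied to CHO-M1 cells previously cultured for 16–30 h at 2000 per well. A small lithium amount accompanied them; after 30 min at 37C, IP1 was quantified by TR-FRET.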
SMN2 splice enh: increases expression of the SMN2 splice variant; AID 1458; HEK293 SMN2-luciferase splicing reporter, luminescence, 30-36 h; hit rate 2.8% among 210,000; Potency, µM (top dose mostly 46.1 µM), for inactives: at the top dose activity change, positive = activation, hits mostly activators; further: potency means the concentration at half of the fitted maximal effect; % of control where 0% means no effect; nearly all actives have a fitted effect of over 55% in size
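qHTS luciferase splicing reporter: luminescence rises when SMN2 exon 7 is included in transfected HEK293 cells. Compound exposure lasted 30-36 h at 37C, with 4.5 mM final sodium butyrate as control, followed by a ONE-Glo read.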
CBFb RUNX1 block: CBF-beta/RUNX1 interaction disruption; 230,000 tested, under 10 active; AlphaScreen CBFb-His/RUNX1-biotin binding, biochemical; Potency, µM (titrated, usually from 59.8 µM), inactives show top-dose activity, negative = inhibition, actives largely listed as inhibitors; Q01196+Q13951; AID 1477; further: % of control where 0% means no effect
Target sequence (Q01196 whole entry, looked up): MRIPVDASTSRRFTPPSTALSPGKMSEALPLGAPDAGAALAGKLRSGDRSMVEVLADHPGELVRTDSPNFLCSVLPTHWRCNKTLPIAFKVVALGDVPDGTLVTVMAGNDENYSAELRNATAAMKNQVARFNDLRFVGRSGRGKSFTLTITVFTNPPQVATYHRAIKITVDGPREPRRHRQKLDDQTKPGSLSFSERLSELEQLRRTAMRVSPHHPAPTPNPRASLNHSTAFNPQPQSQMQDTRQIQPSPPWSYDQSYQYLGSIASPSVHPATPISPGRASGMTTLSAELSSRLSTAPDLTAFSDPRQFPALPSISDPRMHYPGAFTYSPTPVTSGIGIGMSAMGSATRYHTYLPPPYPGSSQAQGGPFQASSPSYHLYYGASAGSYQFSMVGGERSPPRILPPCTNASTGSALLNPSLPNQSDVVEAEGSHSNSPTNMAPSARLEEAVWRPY
Target sequence (Q13951 whole entry, looked up): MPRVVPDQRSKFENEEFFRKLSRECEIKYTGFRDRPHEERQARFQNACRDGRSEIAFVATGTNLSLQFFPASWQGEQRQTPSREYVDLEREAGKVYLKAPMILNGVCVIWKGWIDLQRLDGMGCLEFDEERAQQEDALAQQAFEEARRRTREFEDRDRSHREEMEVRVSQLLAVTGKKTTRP
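CBFb-His/RUNX1-biotin, 30 nM each, preincubated 20 min RT; compound 15 min RT; Ni + streptavidin beads 50 ng each, 90 min RT; AlphaScreen read.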
* marks the source's active call; other numbers are inactive results; ? = inconclusive; nt = no result given; [ ] = dose if it differs, or a comment. Unless noted, the call rests on the fitted dose curve; in most records, active means well fitted curve in the direction sought with a large enough effect; inconclusive means small, poorly fitted or top-dose-only effect, or another doubt; inactive means no such curve, though single readings can be large; an effect the other way counts as inactive or inconclusive. Outcome played no part in choosing rows; 4% or so of the library scored in one or more.

SMILES | LMNA splice mod | SMN2 splice enh | CBFb RUNX1 block | HTT aggregate | IMPase Li cell | Luc counter | HTT ATP protect
COC(=O)CCC(=O)Nc1ccc(Cl)c(Cl)c1 | 0.4% | 9.5% | 3.3% | -8.2% | 10.3%[38.3 µM] | -5.1% | -6.7%[10 µM]
CO/N=C/c1ccc(N2CCN(C(=O)c3ccc(F)cc3)CC2)c([N+](=O)[O-])c1 | ? | -44.0%[inhibitor] | -22.3% | 12.6µM* | 41.5%[activator][38.3 µM] | 3.3% | 8.2%[10 µM]
C/C(=C\c1ccccc1)C(=O)NCCN1CCOCC1 | -15.3%[46 µM] | 8.1% | 6.1% | 13.3% | 5.8% | -0.4% | -16.6%
COc1cccc(C2/C(=C(/O)c3ccc(C)cc3)C(=O)C(=O)N2Cc2ccco2)c1 (configuration not stated) | -12.4% | 17.5% | -2.8% | -11.6% | 0.2% | 0.0% | -14.8%[10 µM]
COc1cc2ccc([C@H](C)NCC#N)cc2cc1OC | nt | -7.3%[9.22 µM] | nt | nt | 6.2% | -2.0%[7.66 µM] | 3.1%[10 µM]
O=C(Nc1ccccc1[N+](=O)[O-])c1cncc(Br)c1 | nt | -4.1% | -10.4% | -26.4% | -5.8% | -1.9% | ?
CN(C)c1ccc(/C=N/NC(=O)c2sccc2-n2cccc2)cc1 | ? | 19.7% | -1.5% | 30.9% | -4.6% | 0.3% | -33.4%
O=C(COC(=O)/C=C/c1ccco1)Nc1ncc(Cl)cc1Cl | -1.2% | -14.9% | ? | -5.8% | 7.3% | -1.4% | -2.9%[10 µM]
CCCn1c(C)nc2c(NC3CCCCC3)nc(C)nc21 | nt | -37.6%[inhibitor] | -5.1% | nt | -7.0% | -4.2% | -22.9%
CCOc1ccc(NC(=S)N2c3ccccc3CC2C)cc1 (configuration not stated) | -2.8%[9.22 µM] | -24.1% | 8.9% | 6.7% | 6.4% | -6.8% | -12.4%
CSc1ccccc1NC(=O)c1cc(C2CC2)on1 | -7.4% | ? | 12.2% | 13.9% | 25.5%[38.3 µM] | -4.5% | -11.7%[10 µM]
COc1ccc(Cl)cc1NC(=O)Cc1c(F)cccc1Cl | 4.8% | -2.0% | 9.5% | -9.2% | 8.8% | 3.0% | 34.3%[0.074 µM]
Nc1nc(NC(=O)c2ccccc2Cl)nn1-c1ccccc1 | nt | nt | -2.8% | 20.1%[9.22 µM] | nt | nt | -7.6%[10 µM]
CCOC(=O)N1CCN(c2cc(N3CCOCC3)c(F)cc2[N+](=O)[O-])CC1 | nt | -2.8% | -17.4% | -14.7% | -3.0% | -1.4% | -8.3%
c1cc2c(cc1-n1cnnn1)OCO2 | nt | 17.4% | ? | 5.7% | -3.4% | -1.6% | 7.0%
CCC(CC)NC(=O)COC(=O)c1cccc(C)c1O | 5.4% | -0.4% | 6.3% | -3.7%[9.22 µM] | 13.2%[38.3 µM] | 5.3% | -3.8%
COc1ccc(C2(O)CN(c3ccccc3)C3=[N+]2CCS3)cc1OC (configuration not stated) | ? | -1.2% | -21.4% | 15.3% | 8.4% | -1.1% | -16.6%
CCCn1c(N)c(C(=O)CN2CCN(S(=O)(=O)c3cccs3)CC2)c(=O)[nH]c1=O | -1.0% | 1.0% | -2.5% | 32.9% | -9.0%[38.3 µM] | -3.4% | -8.0%
O=c1c2ccccc2cnn1-c1ccc(Cl)nn1 | -4.9%[46 µM] | -6.2% | 2.6% | 5.6% | 4.4% | -4.6% | -46.0%[inhibitor]
CSCCC(NS(=O)(=O)c1ccc(Cl)cc1)C(=O)OCc1c(Cl)cccc1Cl (configuration not stated) | ? | 7.1% | 26.5% | -0.9% | 12.3% | -3.9% | -4.1%[10 µM]
CCOc1ccc2[nH]c(=O)c(C(c3nnnn3Cc3ccco3)N3CCCC(C)C3)cc2c1 (configuration not stated) | 8.2% | ? | -29.9% | -3.0% | 25.1%[38.3 µM] | -2.7% | -23.5%[10 µM]
CSc1nnc(-c2cnccn2)n1CCCN1CCCC1=O | 2.6% | 2.1% | 2.0% | 6.8% | 15.3%[38.3 µM] | -1.5% | -7.6%
O=C(O)CSCC(=O)N1CCN(S(=O)(=O)c2ccccc2)CC1 | ? | 17.7% | -0.7% | 22.2% | 1.5% | 1.0% | -5.8%[10 µM]
CC(C(=O)N1CCN(c2ccccc2)CC1)N1C(=O)C2CC=CCC2C1=O (configuration not stated) | 1.0% | -5.3% | 3.1% | 8.0% | -5.7%[38.3 µM] | 11.5% | -12.6%
CCCc1ccc(Oc2c(-c3ccc(O)c(C)c3O)n[nH]c2C)cc1 | ? | -3.3% | -7.1% | ? | 9.3%[38.3 µM] | 2.6% | -31.4%
CC12CCC(C(=O)Nc3nc4ccccc4s3)(OC1=O)C2(C)C (configuration not stated) | ? | ? | 1.4% | -8.1% | -6.4% | -1.4% | -68.3%[inhibitor]
Cc1csc(SCC(=O)NCc2cccc(Cl)c2)n1 | -5.2%[46 µM] | -9.9% | 13.8% | 20.2% | 10.6% | -0.6% | -31.8%[inhibitor]
O=C(CCCn1c(SCC(=O)NCC2CCCO2)nc2ccccc2c1=O)NCC1CCCO1 (configuration not stated) | -3.9% | -5.2% | 3.8% | 9.3% | -17.3%[38.3 µM] | 0.2% | 4.3%
CCCSc1cc(Cl)nc(N)n1 | nt | nt | 8.5% | -2.6%[9.22 µM] | nt | nt | 13.2%[10 µM]
COc1ccccc1NC(=S)N=Nc1c(O)[nH]c2ccc(Br)cc12 | nt | nt | ? | -20.1%[9.22 µM] | nt | nt | 10.4%[10 µM]
CN(C)CCNC(=O)c1ccc(COCC(F)(F)F)cc1 | 11.9% | -21.6% | 3.1% | -0.2% | 16.5%[38.3 µM] | 3.6% | 12.9%[10 µM]
COc1cc(OC)c(C2=NOC(C(=O)N3CCc4ccccc4C3)C2)cc1Cl (configuration not stated) | 0.8% | -17.8% | -1.9% | ? | 23.7%[38.3 µM] | -3.4% | -23.0%[10 µM]
C=CCn1c(=NC(=O)C2COc3ccccc3O2)sc2cccc(OC)c21 (configuration not stated) | nt | nt | 14.2% | -12.3%[9.22 µM] | nt | nt | -3.1%[10 µM]
CCN1CCN(c2cc(C)c3cc(NC(=O)c4cc(OC)cc(OC)c4)ccc3n2)CC1 | nt | 15.1% | -0.8% | -0.9%[9.22 µM] | nt | nt | -3.1%[10 µM]
CC(=O)Nc1ccc(S(=O)(=O)NNC(=O)c2cccc(Cl)c2)cc1 | nt | -5.3% | 3.9% | -3.4% | -4.1% | -3.5% | nt
COc1cccc(C(=O)N/N=C(/CCC(=O)O)c2ccccc2)c1 | -2.4% | 11.8% | 15.1% | -26.3% | -0.8% | -1.5% | -15.7%[10 µM]
O=C(CN1C(=O)S/C(=C\c2ccccc2)C1=O)NNC(=O)c1ccccc1O | ? | -3.0% | -1.8% | -18.6% | 3.2% | -1.3% | nt
Cc1ccccc1N1CCN(S(=O)(=O)C[C@]23CCC(CC2NC(=O)[C@@H](N)CCS(C)(=O)=O)C3(C)C)CC1 (some centres not stated) | -27.6% | -13.3% | 8.3% | nt | -12.6% | -5.0% | nt
O=S(=O)(N1CCOCC1)n1c(Cc2ccccc2)nc2ccccc21 | 1.7% | -11.8% | 26.1% | 8.1% | 7.2%[38.3 µM] | 2.4% | 2.1%[0.074 µM]
O=C(NCc1ccc(S(=O)(=O)NC2CCCCC2)s1)c1ccccc1 | nt | nt | 5.6% | 14.9%[9.22 µM] | nt | nt | -7.4%[10 µM]
C=CCn1c(CSc2nc3ccccc3s2)nnc1SCC(=O)OCC | -4.3% | 7.6% | 2.4% | -11.3% | -0.9% | 2.8% | -13.2%[10 µM]
CC(C)Cn1c(SCC(=O)Nc2ncccn2)nc2ccccc21 | -9.1%[46 µM] | 3.1% | -1.1% | 0.6% | 0.4% | -0.3% | 14.4%
Cc1cccc(NC(=S)NC(NC(=O)c2ccco2)C(Cl)(Cl)Cl)c1 (configuration not stated) | -21.5% | 10.4% | -8.0% | -16.2% | 47.7%[activator][38.3 µM] | 1.8% | 0.6%
COC(=O)CSc1nccc(C)n1 | nt | nt | 12.4% | 8.0% | nt | nt | -19.0%
CC(=O)N(C1=C(N)C(=O)c2ccccc2C1=O)C(C)C | nt | -26.5% | -4.3% | -16.9% | -19.4% | -2.1% | 10.5%
CCCC(=O)Nc1ccc2c(c1)C(=O)N(CCC(=O)O)C2=O | 4.0% | 13.9% | 12.7% | -9.1% | -17.6%[38.3 µM] | -0.8% | 0.6%

Random excerpt: 6 compounds from above.
SMILES | LMNA splice mod | SMN2 splice enh | CBFb RUNX1 block | HTT aggregate | IMPase Li cell | Luc counter | HTT ATP protect
COc1ccccc1NC(=S)N=Nc1c(O)[nH]c2ccc(Br)cc12 | nt | nt | ? | -20.1%[9.22 µM] | nt | nt | 10.4%[10 µM]
CC(=O)N(C1=C(N)C(=O)c2ccccc2C1=O)C(C)C | nt | -26.5% | -4.3% | -16.9% | -19.4% | -2.1% | 10.5%
Cc1ccccc1N1CCN(S(=O)(=O)C[C@]23CCC(CC2NC(=O)[C@@H](N)CCS(C)(=O)=O)C3(C)C)CC1 (some centres not stated) | -27.6% | -13.3% | 8.3% | nt | -12.6% | -5.0% | nt
CSc1nnc(-c2cnccn2)n1CCCN1CCCC1=O | 2.6% | 2.1% | 2.0% | 6.8% | 15.3%[38.3 µM] | -1.5% | -7.6%
CCC(CC)NC(=O)COC(=O)c1cccc(C)c1O | 5.4% | -0.4% | 6.3% | -3.7%[9.22 µM] | 13.2%[38.3 µM] | 5.3% | -3.8%
COC(=O)CSc1nccc(C)n1 | nt | nt | 12.4% | 8.0% | nt | nt | -19.0%
